rCAG RNA binder – binds r(CAG) RNA repeats; r(CAG) RNA repeat, TO-PRO-1 dye displacement fluorescence; inhibition, % at 3 µM; 370,000 compounds, 1.3% hits; AID 651821;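 active = inhibition above the plate cutoff, the mean of all test compounds on that plate plus 3 SD, cut at about 35% in these data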;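 note: 0% = DMSO alone and 100% = 100 µM mitoxantrone as full dye displacement; higher means more dye released from RNA so lower well fluorescence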
GC-A act – GC-A (human) enzyme activation; P16066; HEK293 GC-A cells, cGMP TR-FRET, EC30 ANP; 0% at EC30 ANP, 100% saturating ANP; activation, % at 10 µM; 370,000 compounds, 0.14% hits; in the data active = activation above about 40%
ARFGAP1 inh – rat ARFGAP1 inhibition | Q62848 | Arfgap1-stimulated ARF1 GTP hydrolysis, GDP FP detection | 360,000 compounds, 0.26% hits | inhibition, % at 16.5 µM;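 active = inhibition above a per-plate limit, mean inhibition of low control wells plus 3 SD, cut at about 25% in these data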;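 note: 0% = DMSO wells with enzyme and 100% = wells lacking Arfgap1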
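Assay system: purified rat His6-Arfgap1 residues 1-136 (GAP domain); Reagent: human Δ17 ARF1 bound to GTP; Dosing: 16.5 µM single point, 1.26% DMSO; Times: GTP hydrolysis reaction 2 h at 25 °C; Signal: FP, GDP Alexa 633 tracer displaced from anti-GDP antibody, 620/688 nm; Measure: % inhibition from polarization.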
mABHD4 FP – inhibits mouse alpha/beta hydrolase domain 4; inhibition, % at 8.92 µM; purified mABHD4, FP-Rh probe fluorescence polarization; 370,000 compounds, 0.54% hits;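 active = inhibition exceeding the mean over every tested compound plus 3 SD, cut at about 30% in these data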;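 note: 0% = plate median of compound wells and 100% = S159A mutant with DMSO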
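Test system: mABHD4 protein; Read-out basis: % inhibition; Incubation: 45 min + 60 min at 25 °C; Repeats: single replicate; Technique: fluorescence polarization with parallel and perpendicular emission, 525/598 nm; Compound: 8.92 µM, single dose; Benchmarks: full inhibition S159A mutant plus DMSO, zero as sample-well median.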
Rev-erbA mod – Rev-erb alpha (human) modulation; P20393; Rev-erbα–FITC-DNA binding, fluorescence polarization, 90 min; activity, % at 10 µM; 370,000 compounds, 0.79% hits;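 active = activity above about 14%, limit read from the data; passing the limit was not always enough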;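 note: 0% = DMSO wells with 35 nM protein and 100% = DMSO wells with 750 nM protein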
GC-B act – GC-B (human) receptor activation; 370,000 compounds, 0.11% hits; HEK293-GC-B cells, CNP EC30, cGMP TR-FRET; 0% at EC30 CNP, 100% saturating CNP; activation, % at 10 µM; AID 1920062;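 active = activation at 10 µM reaching about 35% in either raw or pattern-adjusted values, limit read from the data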
Target sequence (P20594 whole entry, looked up): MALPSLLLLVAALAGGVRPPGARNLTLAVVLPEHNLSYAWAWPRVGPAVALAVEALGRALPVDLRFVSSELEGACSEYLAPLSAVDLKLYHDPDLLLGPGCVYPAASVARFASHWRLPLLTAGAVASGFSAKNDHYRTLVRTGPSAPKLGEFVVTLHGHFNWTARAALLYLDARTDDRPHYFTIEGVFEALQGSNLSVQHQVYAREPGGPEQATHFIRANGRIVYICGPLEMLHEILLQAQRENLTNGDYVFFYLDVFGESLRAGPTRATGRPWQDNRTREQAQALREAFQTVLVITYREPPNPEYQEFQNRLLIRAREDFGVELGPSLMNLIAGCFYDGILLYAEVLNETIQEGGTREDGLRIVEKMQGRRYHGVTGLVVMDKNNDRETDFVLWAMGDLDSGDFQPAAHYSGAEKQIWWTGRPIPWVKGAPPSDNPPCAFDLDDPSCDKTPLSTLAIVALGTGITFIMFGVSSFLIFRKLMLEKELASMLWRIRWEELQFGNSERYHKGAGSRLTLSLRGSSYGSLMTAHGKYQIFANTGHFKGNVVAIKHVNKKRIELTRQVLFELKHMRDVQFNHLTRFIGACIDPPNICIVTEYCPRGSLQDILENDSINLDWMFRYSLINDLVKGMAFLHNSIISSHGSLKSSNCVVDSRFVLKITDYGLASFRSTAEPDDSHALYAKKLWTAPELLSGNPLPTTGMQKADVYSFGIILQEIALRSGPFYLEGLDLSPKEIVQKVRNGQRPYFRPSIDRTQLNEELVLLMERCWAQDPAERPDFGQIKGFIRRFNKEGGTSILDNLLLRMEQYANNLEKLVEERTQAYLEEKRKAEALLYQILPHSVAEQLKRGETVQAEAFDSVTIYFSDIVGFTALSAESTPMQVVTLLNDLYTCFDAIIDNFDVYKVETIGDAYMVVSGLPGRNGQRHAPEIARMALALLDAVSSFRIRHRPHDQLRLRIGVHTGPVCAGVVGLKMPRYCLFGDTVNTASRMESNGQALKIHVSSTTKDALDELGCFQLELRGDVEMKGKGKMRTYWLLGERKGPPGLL
HTRA1 inh – blocks human HTRA1 serine peptidase; Q92743; recombinant HTRA1, FP-rhodamine activity-based probe, fluorescence polarization; inhibition, % at 5.96 µM; 340,000 compounds, 0.5% hits; in the data active = inhibition above about 36%;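 note: 0% = enzyme with DMSO and 100% = wells lacking enzyme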
SMARCA2 activ – activators of SMARCA2 function; activation, % at 9.1 µM; MG213 cells, MMTV-luciferase reporter, dexamethasone, overnight; 370,000 compounds, 1% hits; in the data active = activation above about 7.8%;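 note: 0% = vehicle wells and 100% = reference activator wells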
PG9 Ab binder – PG9 antibody binding by small molecule | TR-FRET gp120-PG9 antibody binding | inhibition, % at 6.7 µM | 360,000 compounds, 0.43% hits | AID 624416; in the data active = inhibition above about 8.5%
ASAP1 GAP inh – blocks human ASAP1-stimulated Arf1 GTP hydrolysis; GDP FP detection; Q9ULH1; AID 624377; inhibition, % at 16.5 µM; 360,000 compounds, 0.19% hits; in the data active = inhibition above about 25%;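 note: 0% = vehicle with enzyme and substrate and 100% = no enzyme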
* marks the source's active call; other numbers are inactive results; x = no result given.

SMILES | rCAG RNA binder | GC-A act | ARFGAP1 inh | mABHD4 FP | Rev-erbA mod | GC-B act | HTRA1 inh | SMARCA2 activ | PG9 Ab binder | ASAP1 GAP inh
CC(NC(=O)c1ccc(Cl)cc1)c1nnc(SCC(=O)NC2=NCCS2)n1C (configuration not stated) | 2 | -3 | -4 | -2 | 1 | -1 | -4 | -2 | 1.0 | 2
COc1ccc(C(=O)CC(=O)c2ccc(F)cc2)cc1 | 3 | -8 | -4 | -12 | -2 | 0 | x | 1 | 1.4 | 2
Cc1cc(-c2nn(-c3ccccc3F)cc2CN2CCCC(CO)C2)c(C)s1 (configuration not stated) | -6 | -5 | 8 | -5 | -2 | 2 | -5 | -4 | 0.8 | -10
Cc1cccc(C)c1NC(=O)C(c1ccccc1)N1CCN(C/C=C/c2ccccc2)CC1 (configuration not stated) | 2 | 1 | 2 | -2 | -7 | 1 | x | -5 | 0.5 | -9
COC[C@@H]1CCCN1c1ccc2c(c1)O[C@H]1CCN(C1)S2(=O)=O | 0 | 1 | x | 0 | -3 | 8 | x | -2 | x | x
O=C(COc1ccccc1Cl)NCCCN1CCOCC1 | 1 | -1 | -9 | 5 | -4 | 6 | 2 | -1 | 2.1 | 9
CCn1c(=O)c(=O)[nH]c2cc(C(=O)NC3CCCC3)ccc21 | -2 | 1 | -4 | -3 | -10 | 5 | -4 | -2 | 0.6 | -5
S=C(NCCCc1cnc[nH]1)NCCCN(Cc1ccccc1)c1ccc(Br)cn1 | 2 | -20 | 10 | 1 | -1 | -8 | x | -5 | -1.3 | -3
CC1CN(CC(O)COC2CCC(C(C)(C)C)CC2)CC(C)O1 (configuration not stated) | -8 | 3 | 6 | 1 | 1 | -3 | 0 | 0 | 1.2 | 0
COc1cc(OC)cc(C(=O)NC(=S)Nc2ccc(N3CCCC3)cc2)c1 | 5 | 5 | 8 | 12 | 1 | 5 | -1 | 0 | -3.8 | 5
CCn1cc(C(=O)NCCCN2CCC(C)CC2)c(=O)c2cc(S(=O)(=O)N(C)C3CCCCC3)ccc21 | -6 | -3 | 8 | 5 | -4 | -1 | 2 | 1 | -0.3 | 2
COc1ccc(C)c2sc(=NC(=O)c3ccc(C(C)=O)cc3)n(C)c12 | 4 | -1 | 8 | -6 | 5 | -2 | 2 | 3 | 1.2 | -7
O=C(O)c1ccccc1-c1cccc2nncn12 | 3 | 3 | -10 | -14 | 6 | -5 | x | -2 | 1.0 | 9
O=C(Nc1ccc(-c2nnc3n2CCCCC3)cc1)c1cc2ccccc2o1 | 3 | 6 | -8 | -3 | 0 | 1 | -5 | -2 | -0.7 | 8
O=C(NCc1ccccc1)[C@@H]1CCCN1C(=O)[C@H]1CCCN1C(=O)c1cccc2ccccc12 | 2 | -1 | -8 | -1 | 0 | 2 | x | -6 | 1.1 | -12
Cc1ccc(NC(=O)[C@@H]2CCCN2C(=O)[C@@H]2Cc3ccccc3CN2)c(C)c1 | -3 | 3 | 4 | -5 | -4 | -2 | -1 | 7 | 1.5 | 9
O=C1CC(c2ccco2)CC2=C1C=Nc1ccccc1N2 (configuration not stated) | 4 | -3 | -1 | -2 | -3 | -5 | -12 | -2 | 2.2 | 6
CC(C)c1ccc(Nc2ncccc2C#N)cc1 | 0 | -4 | -3 | 0 | 6 | -13 | -4 | 6 | -0.4 | -9
CN(C)N1C(=O)CC(N2CCCC2)C1=O (configuration not stated) | -1 | -1 | 8 | 1 | -2 | -2 | -10 | 0 | -0.2 | -8
CCCn1c(=O)c2ccccc2n2c(SCC(=O)/C(C#N)=C(\C)N)nnc12 | 2 | -2 | 11 | 4 | 1 | 0 | 7 | 9.3* | -1.6 | -2
C=CCn1c(CSc2nc3ccccc3s2)nnc1SCC(=O)NCc1ccccc1 | -5 | 1 | -7 | -3 | 4 | 8 | -2 | 0 | -0.7 | -5
COc1ccc(-c2csc(C)n2)cc1 | -1 | 13 | -3 | 8 | 2 | 6 | 4 | -2 | -0.4 | -10
CCOC(=O)CC1C(=O)NCCN1Cc1cccc(OC)c1 (configuration not stated) | 6 | -3 | 4 | 3 | -4 | 4 | 4 | -2 | -0.1 | 9
COc1ccc(-n2nc(C(=O)NCC(=O)NCC3CCCO3)c3ccccc3c2=O)cc1Cl (configuration not stated) | 1 | 1 | 10 | 9 | 0 | 1 | 1 | 1 | 1.6 | -2
CCc1c(O)nc(SCC(=O)Nc2ccc3c(c2)CCC3)[nH]c1=O | 3 | -1 | -3 | -4 | -5 | 2 | 5 | 0 | -2.4 | 3
(list continues)
SMILES | rCAG RNA binder | GC-A act | ARFGAP1 inh | mABHD4 FP | Rev-erbA mod | GC-B act | HTRA1 inh | SMARCA2 activ | PG9 Ab binder | ASAP1 GAP inh
Fc1ccc(CNC(=S)NCc2ccccc2)cc1 | -2 | 0 | -2 | -7 | 2 | 1 | -9 | -2 | -3.0 | -9
Cc1ccccc1OCCCC(=O)Nc1nccs1 | -1 | 0 | -5 | -4 | 3 | -7 | -11 | -4 | -1.7 | 9
COc1ccccc1CNC(=O)CCN1C(=O)COc2ccc(C)cc21 | -2 | -1 | 6 | 0 | -1 | 6 | 2 | 2 | -2.5 | -7
CC1(C)Cc2nc3oc4c(=O)n(CC(=O)Nc5ccc(Cl)cc5)cnc4c3cc2CO1 | 7 | -3 | 14 | 5 | -1 | -4 | -7 | -4 | 1.1 | 3
Cn1cccc1C(=O)c1cccc([N+](=O)[O-])c1 | -1 | 1 | -3 | -2 | -1 | 3 | -8 | -3 | 0.0 | 5
Cc1ccc(C)c(N2CCN(C(=O)CCS(=O)(=O)c3ccc4c(c3)CCN4C(=O)C3CC3)CC2)c1 | 0 | -21 | 14 | -2 | 1 | -8 | 6 | 7.9* | -3.3 | 3
CC(C)=CCC/C(C)=C/CNC(=O)C[C@H]1C[C@H](C(=O)N2CCOCC2)[C@@]2(CCC3CCCC3)c3[nH]c4cc(-c5ccco5)ccc4c3CCN2C1=O | 20 | 3 | 6 | 4 | 0 | -3 | -4 | -2 | -1.8 | 15
Nc1nc(-c2ccc(Cl)cc2)c(N=Nc2ccc(S(=O)(=O)N3CCOCC3)cc2)s1 | 2 | 5 | 1 | 4 | 11 | 4 | 16 | -2 | 1.4 | 21
CCCCOCCCNC(=O)C[C@H]1C[C@@]2(C(=O)OC)C(=C[C@H](C(C)(C)C)O[C@@H]2C)N(Cc2ccco2)C1=O | -1 | -16 | x | 0 | 7 | -12 | x | -5 | x | x
CCOC(=O)NC(NC(=S)Nc1ccc(OCC)cc1)C(Cl)(Cl)Cl (configuration not stated) | 1 | -1 | 8 | 3 | -3 | 7 | 0 | -3 | -1.0 | 10
CC(C)NC(=O)COC(=O)c1ccc(NS(=O)(=O)c2ccc3c(c2)OCCO3)cc1 | 2 | 0 | 6 | 0 | -3 | 4 | -3 | 2 | 0.8 | 7
Cc1ccc(-n2nc(C(=O)O)c3ccccc3c2=O)cc1C | 1 | -1 | 7 | 4 | 0 | 4 | -4 | 0 | -1.6 | -10
CCCCn1c(N)c(N(CC)C(=O)C2CCCC2)c(=O)[nH]c1=O | 0 | 1 | -6 | 12 | -4 | -4 | 4 | -1 | 0.1 | -2
COc1ccc2[nH]c3nc(SC(C)C)nnc3c2c1 | 1 | 13 | 6 | -5 | -4 | 2 | 1 | 6 | 0.9 | -12
CC(NC(=O)c1cc(S(=O)(=O)N(C)C)ccc1Cl)c1ccc(-n2ccnc2)cc1 (configuration not stated) | -8 | -3 | 1 | 0 | -2 | -4 | 0 | -3 | 0.1 | -17
CCN(CC)CCOc1ccc(C=NNc2nc3c([nH]2)c(=O)n(C)c(=O)n3C)cc1 | 6 | -25 | -1 | -9 | -6 | -14 | 2 | -3 | -7.8 | -7
O=C1CC(Nc2ccc(N3CCOCC3)cc2)C(=O)N1CCc1ccccc1 (configuration not stated) | 13 | -2 | -4 | 33* | 0 | -12 | 12 | -4 | -2.9 | 0
CC(C)(C)C(=O)NC1CC2CCCC(C1)N2C(=O)Nc1cccc(Cl)c1 (configuration not stated) | -2 | -3 | -10 | 1 | -4 | -1 | 0 | -1 | -1.7 | 4
COc1cc(S(=O)(=O)NCc2ccncc2)c(OC)cc1C | 1 | 3 | 0 | 4 | 0 | 3 | -4 | -4 | 0.2 | -2
Cc1ccc(S(=O)(=O)NC(C)C(=O)OCC(=O)N(C)c2ccccc2)cc1 (configuration not stated) | -2 | 3 | -9 | 0 | 1 | -2 | -1 | -1 | -3.6 | -4
C=CCn1c(SCC(=O)OCC)nc(C(F)(F)F)cc1=O | -2 | -2 | -2 | -8 | 7 | 4 | 1 | 0 | -1.7 | -7
CN(C)c1ccc(C(=O)NCCc2ccccc2-c2ccccc2CCC(=O)NCc2ccccc2)cc1 | 3 | -4 | x | -4 | 9 | -6 | x | -1 | x | x
C[C@H](CO)N1C[C@H](C)[C@H](CN(C)C(=O)Nc2ccc3c(c2)OCO3)OCc2cnnn2CCCC1=O | 6 | 1 | 0 | 3 | -5 | 1 | x | 4 | -2.5 | -5
COCCNC(=S)NN=C1CCCCC1 | 0 | 5 | 7 | 9 | 2 | 1 | 9 | -1 | 0.1 | 7
O=C(CN1CCN(c2ccccn2)CC1)Nc1ccc(F)c(F)c1 | -2 | 6 | 6 | 4 | -1 | 1 | 1 | -1 | -0.1 | 13
The results go on:
SMILES | rCAG RNA binder | GC-A act | ARFGAP1 inh | mABHD4 FP | Rev-erbA mod | GC-B act | HTRA1 inh | SMARCA2 activ | PG9 Ab binder | ASAP1 GAP inh
O=C(CN(C(=O)CCC(=O)Nc1nccs1)c1ccc(F)c(Cl)c1)NCc1ccco1 | 2 | -2 | 5 | 0 | 1 | -5 | 4 | 1 | 0.2 | -7
O=C(NC1CCCCN(Cc2ccc(Cl)cc2)C1=O)C1C2CC3CC(C2)CC1C3 (configuration not stated) | 7 | 0 | x | 6 | 6 | 4 | x | -2 | x | x
O=C1CC(C(=O)N(c2ccc(F)cc2)C(C(=O)NC2CCCC2)c2ccccn2)CS1 (configuration not stated) | -4 | 1 | 4 | 6 | 0 | -2 | -7 | 3 | -1.9 | -13
CCOc1ccc(CCNC(=O)c2ccc(CS(=O)Cc3cccc(Cl)c3)o2)cc1 (configuration not stated) | -8 | -6 | -7 | 5 | -8 | -9 | -4 | -1 | -1.0 | 12
Cc1cc2oc(=O)cc(CN3CCCc4ccccc43)c2cc1C | -2 | -4 | 11 | 2 | -3 | -3 | 1 | 2 | -0.1 | -1
O=C(OCn1nnc2ccccc2c1=O)c1ccc2ncsc2c1 | 0 | 0 | -9 | -1 | 5 | 6 | 8 | 3 | 2.0 | -8
